Assay outcomes from PubChem BioAssay.
NOD1 inhibition: NOD1 signaling inhibitors, primary screen, cell-based, luminescence, uHTS (AID 1578). one-dose inhibition, % at 4 µM; EC50 in µM for titrated hits. 1% of 290,000 active. NOD1-driven NF-kB luciferase reporter cells, luminescence; higher % means a stronger effect; in the data active = inhibition mostly above about 36%, no sharp cut-off; inactive = mostly below about 34%;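 note: HEK-293T reporter cells stimulated with the NOD1 agonist gamma-tri-DAP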
M17LAP inhibition: P. falciparum M17LAP inhibitors, primary screen, biochemical, fluorogenic H-Leu-NHMec substrate, 1536-well (AID 1619) | Leucine aminopeptidase (Plasmodium falciparum (isolate 3D7)) | recombinant M17LAP, H-Leu-NHMec fluorogenic kinetic assay; higher % means a stronger effect | inhibition, % at 30 µM; hits with a dose series show IC50 in µM | 0.38% of 220,000 active;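 active = compound inhibiting the enzyme by more than half at any dose during confirmatory dose-response retesting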;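 note: plate controls were full reaction with DMSO carrier for no effect and no enzyme background for full effect; strong numbers were not always called active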
KOR beta-arrestin-1: KOR antagonists, beta-arrestin recruitment, cell-based, luminescence, uHTS (AID 1778). Kappa-type opioid receptor (Homo sapiens). KOR beta-arrestin recruitment, luminescence, antagonist mode; higher % means a stronger effect. inhibition, % at 10 µM; hits with a dose series show IC50 in µM. 0.091% of 290,000 active; note: strong numbers were not always called active
NOD2 inhibition: NOD2 signaling inhibitors, cell-based, luminescence, uHTS, HEK293 (AID 1566) | HEK293 NOD2/NF-kB luciferase reporter, luminescence; higher % means a stronger effect | inhibition, % at 4 µM; hits with a dose series show EC50 in µM | 0.63% of 290,000 active; note: many of its hits are not listed in these tables
Dynein transport: inhibitors of GR-EGFP nuclear translocation, primary screen, dynein cargo transport inhibitor project, imaging, high-content, 3617.4 mouse cells; test concentration mostly 20 µM; stimulated with dexamethasone, 1 µM; active compounds read low; z-score, hits read low; 0.47% of 220,000 active;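 active = plate z-score of nuclear minus cytoplasmic receptor signal below a set negative limit, without overly bright fluorescence or cell loss, cut at about -3.5 in these data, passing the limit was not always enough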;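 note: z-score of nuclear minus cytoplasmic ring GR-EGFP intensity difference per well; some compounds called inactive have numbers as strong as hits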
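Medium: Induction medium lacking tetracycline, stripped serum | Probe or stimulus: 1.0 µM final dexamethasone stimulus | Schedule: 48 h induction, then 1 h compound, then 30 min agonist, 37 °C | Signal: Automated 10x imaging of fixed Hoechst-stained cells | Evaluation: Per-cell GR-EGFP intensity, nucleus versus surrounding cytoplasmic ring, well-averaged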
M1AAP inhibition: P. falciparum M1AAP inhibitors, biochemical, fluorogenic H-Leu-NHMec substrate, 1536-well (AID 1445). Aminopeptidase N (Plasmodium falciparum (isolate 3D7)). recombinant M1AAP, H-Leu-NHMec fluorogenic kinetic assay; higher % means a stronger effect. inhibition, % at 30 µM, or IC50 in µM where a hit was titrated. 0.42% of 220,000 active;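 active = primary inhibition above the hit cutoff, then over 50% inhibition at one or more dose response concentrations, cut at about 23% in these data, passing the limit was not always enough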;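 note: plate controls were DMSO full reaction for no effect and no enzyme background for full effect; strong numbers were not always called active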
KOR beta-arrestin-2: KOR agonists, beta-arrestin recruitment, primary screen, cell-based, luminescence, uHTS (AID 1777) | activation, % at 10 µM, or EC50 in µM where a hit was titrated | 0.02% of 280,000 active | Kappa-type opioid receptor (Homo sapiens) | KOR beta-arrestin recruitment, luminescence; higher % means a stronger effect; in the data active = activation above about 50%, passing the limit was not always enough; note: a part of the inactive calls stands beside numbers as strong as those of hits
GPR55 activation: GPR55 agonists via beta-arrestin recruitment, primary screen, imaging, U2OS cells, beta-arrestin-GFP redistribution (AID 1961) | G-protein coupled receptor 55 (Homo sapiens) | U2OS GPR55 beta-arrestin-GFP redistribution imaging; higher % means a stronger effect | activation, % at 10 µM, or EC50 in µM where a hit was titrated | 0.048% of 290,000 active;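 active = activation above 40% with more than 50 cells counted in the well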;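 note: U2OS osteosarcoma cells stably expressing GPR55 and beta-arrestin-GFP; plate controls were DMSO negative control for no effect and LPI positive control for full effect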
AID2073: inhibitors of Mint1-CaV2.2 protein interaction, biochemical, HTRF (AID 2073); HTRF protein-protein interaction, Mint1-CaV2.2; higher % means a stronger effect; 0.19% of 290,000 active; Voltage-dependent N-type calcium channel subunit alpha-1B (Homo sapiens); inhibition, % at 20 µM; hits with a dose series show IC50 in µM; in the data active = inhibition mostly above about 51%, no sharp cut-off; note: some results filed as inactive read as strong as hits
Dynein transport cytoplasmic EGFP: also measured in Dynein transport; calls as there; z-score; measured here: cytoplasmic GR-EGFP intensity; active compounds read high
Dynein transport nuclear GR-EGFP: further read-out of Dynein transport, marked with its call; z-score; measured here: nuclear GR-EGFP intensity;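 lower value marks the stronger effect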
Dynein transport cell count: also measured in Dynein transport; calls as there; z-score; measured here: cell count per field
* marks the source's active call; other numbers are inactive results; . = not tested or not shown; [ ] = dose if it differs, or a comment. Cut-off read from the data, not from the text of the source, unless noted: active = inhibition above about 50%; inactive = the rest. Not all compounds are listed (hit frequency here may not be typical).

NOD1 inhibition | M17LAP inhibition | KOR beta-arrestin-1 | NOD2 inhibition | Dynein transport | Dynein transport cytoplasmic EGFP | Dynein transport nuclear GR-EGFP | Dynein transport cell count | M1AAP inhibition | KOR beta-arrestin-2 | GPR55 activation | AID2073 | smiles
-21.9% | 9.5% | -11.5% | 3.5% | -1.05 | 0.117 | -0.142 | 0.511 | -0.7% | -3.9% | -0.1% | 44.7% | c1ccc(CCNc2nc3ccccc3n3nnnc23)cc1
4.9% | 7.6% | 0.8% | 2.5% | -0.184 | -0.172 | -0.204 | 0.602 | 0.1% | -2.9% | -0.1% | 7.8% | Cc1cc2oc(=O)cc(Cn3ccnc3)c2cc1C
18.8% | . | 8.5% | 6.9% | . | . | . | . | . | 4.2% | -0.2% | -17.4% | CCOc1ccccc1C(=S)NC1CCCCC1
-20.3% | 15.5% | -3.3% | 3.4% | -0.325 | -0.123 | 0.455 | 0.741 | -3.0% | 7.0% | 0.0% | 3.1% | CC(=O)Nc1ccc(S(=O)(=O)NC2(C(F)(F)F)C(=O)Nc3c2c(=O)[nH]c(=O)n3C)cc1 (centres undefined)
-17.2% | 19.1% | 37.7% | -43.7% | -0.142 | -0.224 | 0.222 | -0.415 | 6.2% | -4.5% | -0.4% | 18.5% | Oc1ccc(/C=N/NC(=S)Nc2cccnc2)c(O)c1
11.2% | . | 25.5% | 30.4% | . | . | . | . | . | 3.5% | -0.1% | 12.2% | O=C(COc1ccc(Cl)cc1)N/N=C/c1cccc2cccnc12
-7.4% | . | 14.2% | -9.8% | . | . | . | . | . | -6.3% | -0.1% | 8.1% | O=C(c1ccccc1)N1N=C(c2ccccc2)CC1c1cccs1 (centres undefined)
-21.2% | -1.0% | -49.9%[20 µM] | 12.3% | 0.642 | 0.108 | 1.05 | -0.94 | 2.5% | -3.6% | -0.1% | -11.7% | CCN1CCN(C(=S)c2ccc(OC)cc2)CC1
-1.2% | 4.2% | 1.3% | 7.3% | -0.635 | -0.302 | -0.518 | 0.56 | 8.6% | 2.6% | 0.0% | 0.7% | COc1ccc(/C=N/NC(=O)c2cc(C3CC3)[nH]n2)cc1OC
7.4% | 12.2% | -18.4% | 14.7% | 2.34 | -0.191 | 0.999 | -1.06 | -1.8% | 4.0% | -0.1% | -1.1% | CCn1c(=O)c(C(=O)CN2CCN(S(=O)(=O)c3cc(C)ccc3C)CC2)c(N)n(Cc2ccccc2)c1=O
-17.8% | . | 17.4% | 3.1% | . | . | . | . | . | -1.3% | -0.1% | 9.3% | Cc1cccc(C(=O)O)c1NC(=O)Cc1cccc2ccccc12
-2.5% | 0.5% | -3.8% | -15.0% | 2.2 | -0.0891 | 0.991 | -0.526 | 8.6% | 5.5% | 0.3% | -21.9% | COC(=O)c1scc(C)c1S(=O)(=O)Nc1ccc(C)cc1
-10.2% | -3.8% | 4.5% | 6.0% | -0.772 | -0.269 | -0.443 | 0.596 | 1.4% | 3.9% | 0.2% | -7.4% | O=C(CCCNC(=O)c1ccc(Cl)cc1)Nc1ccc(S(=O)(=O)Nc2ncccn2)cc1
-11.9% | . | -2.9%[20 µM] | 4.9% | . | . | . | . | . | -6.7% | -0.3% | -0.1% | Cc1ccc2c(c1)N(S(=O)(=O)c1ccc3c(c1)NC(=O)CC(=O)N3)CCO2
-11.6% | 1.1% | 9.3%[20 µM] | 17.0% | 0.288 | -0.248 | 0.835 | -0.563 | 0.6% | -7.9% | -0.1% | 27.2% | NC(=O)N/N=C/c1ccccc1OC(=O)c1ccccc1Br
-31.8% | 5.7% | -35.4% | 1.2% | 0.587 | -0.236 | 0.149 | -0.319 | 2.7% | -1.5% | -0.5% | 1.5% | COc1ccc(CNC(=O)c2coc(=O)c3ccccc23)cc1
9.5% | . | -55.4% | -0.4% | . | . | . | . | . | 4.4% | 0.6% | 0.8% | O=C(Nc1ccc2c(c1)CN(Cc1ccccc1O)CC2)C1CCCO1 (centres undefined)
-31.8% | 4.8% | -11.8% | -11.0% | -0.185 | -0.225 | 0.0291 | -0.00288 | 0.6% | -2.1% | 0.2% | 0.0% | Cc1cccc(Cn2ccc(NC(=O)c3ccc4c(c3)OCO4)n2)c1
-30.9% | . | -12.9% | 1.1% | . | . | . | . | . | 5.9% | 0.3% | -3.0% | CN(/N=C/c1ccccc1O)C(=S)c1ccccc1
17.3% | 20.7% | -11.3% | 7.8% | 0.658 | 0.419 | 0.881 | -0.905 | -5.5% | -9.0% | -0.2% | -8.1% | O=C(CN1CCSCC1)N/N=C/c1ccc(F)cc1F
14.5% | 12.0% | 6.7% | 24.9% | 0.213 | -0.193 | 1 | 0.152 | 2.4% | 2.8% | 0.0% | 18.9% | CCn1c(SCC(=O)NC2CCCc3ccccc32)nnc1-c1cccs1 (centres undefined)
-8.8% | 7.5% | -13.2% | -8.8% | -0.542 | -0.311 | -0.732 | 0.495 | -0.8% | 0.6% | 0.3% | 7.3% | COCCCNCCCCOc1ccc(C)cc1[N+](=O)[O-]
13.5% | -4.5% | -11.0% | 10.8% | -0.313 | -0.286 | -0.0885 | 0.741 | -0.6% | 2.0% | -0.1% | -0.2% | CCN(CC)S(=O)(=O)c1cccc(C(=O)OCC(=O)c2ccc3c(c2)NC(=O)CO3)c1
8.9% | -4.8% | -40.0% | -7.7% | 0.0221 | -0.281 | -0.119 | 0.291 | 8.8% | 5.0% | -0.8% | 6.5% | COc1ccccc1NC(=O)CSCC(=O)N1c2ccccc2CCc2ccccc21

Five entries from above, set out differently:
Compound	NOD1 inhibition	M17LAP inhibition	KOR beta-arrestin-1	NOD2 inhibition	Dynein transport	Dynein transport cytoplasmic EGFP	Dynein transport nuclear GR-EGFP	Dynein transport cell count	M1AAP inhibition	KOR beta-arrestin-2	GPR55 activation	AID2073
CN(/N=C/c1ccccc1O)C(=S)c1ccccc1	-30.9%	.	-12.9%	1.1%	.	.	.	.	.	5.9%	0.3%	-3.0%
O=C(CN1CCSCC1)N/N=C/c1ccc(F)cc1F	17.3%	20.7%	-11.3%	7.8%	0.658	0.419	0.881	-0.905	-5.5%	-9.0%	-0.2%	-8.1%
CCn1c(SCC(=O)NC2CCCc3ccccc32)nnc1-c1cccs1 (centres undefined)	14.5%	12.0%	6.7%	24.9%	0.213	-0.193	1	0.152	2.4%	2.8%	0.0%	18.9%
COCCCNCCCCOc1ccc(C)cc1[N+](=O)[O-]	-8.8%	7.5%	-13.2%	-8.8%	-0.542	-0.311	-0.732	0.495	-0.8%	0.6%	0.3%	7.3%
CCN(CC)S(=O)(=O)c1cccc(C(=O)OCC(=O)c2ccc3c(c2)NC(=O)CO3)c1	13.5%	-4.5%	-11.0%	10.8%	-0.313	-0.286	-0.0885	0.741	-0.6%	2.0%	-0.1%	-0.2%

(next part)
NOD1 inhibition | M17LAP inhibition | KOR beta-arrestin-1 | NOD2 inhibition | Dynein transport | Dynein transport cytoplasmic EGFP | Dynein transport nuclear GR-EGFP | Dynein transport cell count | M1AAP inhibition | KOR beta-arrestin-2 | GPR55 activation | AID2073 | smiles
-0.5% | . | -3.2%[20 µM] | 12.4% | . | . | . | . | . | -2.7% | 1.4% | -0.6% | CCc1ccc(OC(C)C(=O)N(Cc2ccco2)C2CCS(=O)(=O)C2)cc1 (centres undefined)
-4.9% | 8.5% | -0.3% | 17.8% | 0.034 | -0.216 | -0.0525 | 0.452 | 3.3% | 2.1% | 0.2% | -2.0% | CCCCc1c(O)nc(SCC(=O)c2ccccc2)n(-c2ccccc2OC)c1=O
-9.9% | . | 10.9% | 2.1% | . | . | . | . | . | -8.2% | -0.1% | 45.8% | COc1ccccc1C(=O)N1C(CC(=O)Nc2ccccc2C)C(=O)NC2CCCCC21 (centres undefined)
8.4% | 6.8% | 18.1% | 20.0% | 0.425 | 0.381 | 0.294 | 0.416 | 6.2% | 1.2% | 0.2% | 2.8% | O=C(Nc1cc(Cl)cc(Cl)c1)c1coc(=O)c(Br)c1
14.8% | -5.9% | 24.5% | 13.6% | 1.77 | -0.142 | 0.965 | -0.751 | 5.9% | -3.0% | 0.1% | -6.1% | COc1ccc(OC)c(S(=O)(=O)Nc2ccc3oc4c(c3c2)C(=O)CCC4)c1
-11.4% | . | 5.2% | -10.8% | . | . | . | . | . | -7.2% | 0.5% | 35.3% | Cc1cc([N+](=O)[O-])ccc1NC(=O)CSc1nncn1-c1cccnc1
-26.4% | 5.9% | 40.6% | 17.1% | 0.876 | -0.271 | 0.466 | -0.0498 | 4.2% | -7.0% | 0.4% | 3.7% | O=C(/C=C/c1cccc([N+](=O)[O-])c1)N1CCN(S(=O)(=O)c2cccs2)CC1
-11.6% | -2.0% | 4.3% | 10.0% | 0.32 | -0.329 | 0.0454 | 0.233 | 7.7% | -1.4% | 0.3% | 5.1% | Cc1cccc(C)c1NC1=NC(=S)N(c2ccccc2)C12CCOC(C)(C)C2 (centres undefined)
-18.2% | -0.3% | -217.3% | -7.3% | -0.0413 | -0.258 | -0.245 | 0.197 | 0.6% | 2.2% | 0.1% | -2.0% | CC(OC(=O)c1cccs1)C(=O)Nc1nc(-c2ccccc2)cs1 (centres undefined)
4.7% | -1.6% | 15.7% | 16.2% | -1.35 | -0.199 | -0.588 | 0.147 | 0.1% | -1.5% | 0.0% | 26.0% | CC(=O)Oc1ccc(C(=O)Nc2cccc(-c3nnc(-c4ccco4)o3)c2)cc1
-37.0% | 17.8% | -14.9% | 1.2% | -0.173 | -0.131 | -0.158 | -0.991 | 2.9% | 4.0% | -0.5% | 0.6% | COc1cccc(OCC(=O)NNC(=O)CCc2ccccc2)c1
-22.1% | 31.0% | 11.6% | -4.0% | -0.856 | -0.255 | -0.584 | 0.869 | 0.7% | -3.8% | -0.2% | 3.7% | COc1ccc(/C=C/C(=O)OCC(=O)Nc2cccc(Oc3ccccc3)c2)c(OC)c1
